Assay outcomes from PubChem BioAssay.
HTT aggregate – inhibitors of mutant huntingtin aggregate formation in PC12 cells; 220,000 tested, 1.1% active; PC12 HttQ103-GFP aggregates, Acumen cytometry, 40 h; Potency, µM (series often up to 46.1 µM), for the others: at the top dose activity change, negative = inhibition, actives largely listed as inhibitors; further: potency means the concentration at half of the fitted maximal effect; on the % scale 0 is the no-effect control and ±100 the full control effect; nearly all actives have a fitted effect of over 60% in size
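Using laser scanning cytometry, GFP-positive aggregates were counted after lysis of PC12 cells induced with 100 nM tebufenozide to express HTT exon 1 Q103–GFP. Compounds were tested in titration.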
NPSR antag – blocks cAMP signaling of the human neuropeptide S receptor; Q6W5P4; CHO-NPSR cells, cAMP TR-FRET, antagonist mode; Potency, µM (titrated, usually from 38.3 µM), for inactives: at the top dose activity change, negative = inhibition, hits mostly inhibitors; 220,000 tested, 1% active; AID 1461; further: potency means the concentration at half of the fitted maximal effect; on the % scale 0 is the no-effect control and ±100 the full control effect; nearly all actives have a fitted effect of over 50% in size; many of its hits are not listed in these tables
Target sequence (Q6W5P4 whole entry, looked up): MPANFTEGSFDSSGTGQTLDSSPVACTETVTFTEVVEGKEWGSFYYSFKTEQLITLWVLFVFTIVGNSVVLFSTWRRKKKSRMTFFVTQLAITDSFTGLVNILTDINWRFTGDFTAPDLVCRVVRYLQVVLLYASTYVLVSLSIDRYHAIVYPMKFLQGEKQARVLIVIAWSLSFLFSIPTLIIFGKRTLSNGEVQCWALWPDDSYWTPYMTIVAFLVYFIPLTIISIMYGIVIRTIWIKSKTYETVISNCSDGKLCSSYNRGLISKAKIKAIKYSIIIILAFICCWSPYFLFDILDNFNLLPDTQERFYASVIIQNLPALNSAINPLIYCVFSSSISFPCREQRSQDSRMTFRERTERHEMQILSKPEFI
L3MBTL1 block – L3MBTL1 (human) inhibition. Q9Y468. AlphaScreen L3MBTL1–H3K9me1 peptide binding. Potency, µM (doses to about 57.1 µM), without a hit: top-dose activity, negative = inhibition, most hits filed as inhibitors. 230,000 tested, 0.66% active. AID 485360; further: potency means the concentration at half of the fitted maximal effect; on the % scale 0 is the no-effect control and ±100 the full control effect; nearly all actives have a fitted effect of over 60% in size
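First, the protein-peptide complex forms for 30 min at room temperature (L3MBTL1 50 nM, biotinylated H3K9me1 peptide 75 nM). Next, compounds are pin-transferred and incubated 30 min. Finally, AlphaScreen beads are added and read after 30 min.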
CBFb-RUNX1 inh – blocks binding between human CBF-beta and RUNX1. 230,000 tested, under 10 active. AID 1477. Q01196+Q13951. AlphaScreen CBFb-His/RUNX1-biotin binding, biochemical. Potency, µM (doses to about 59.8 µM), inactives show top-dose activity, negative = inhibition, hits mostly inhibitors; further: % of control where 0% means no effect
Target sequence (Q01196 whole entry, looked up): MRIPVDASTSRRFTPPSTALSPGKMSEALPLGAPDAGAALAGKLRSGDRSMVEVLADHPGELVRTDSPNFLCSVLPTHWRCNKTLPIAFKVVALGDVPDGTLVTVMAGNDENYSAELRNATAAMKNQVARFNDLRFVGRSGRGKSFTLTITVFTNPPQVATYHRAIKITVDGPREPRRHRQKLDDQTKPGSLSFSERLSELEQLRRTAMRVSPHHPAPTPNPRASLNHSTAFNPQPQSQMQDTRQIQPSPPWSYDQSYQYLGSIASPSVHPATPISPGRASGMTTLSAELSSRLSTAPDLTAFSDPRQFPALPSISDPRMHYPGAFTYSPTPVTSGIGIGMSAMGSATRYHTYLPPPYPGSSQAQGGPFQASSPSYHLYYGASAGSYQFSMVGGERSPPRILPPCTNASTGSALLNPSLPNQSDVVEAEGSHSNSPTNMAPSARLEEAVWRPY
Target sequence (Q13951 whole entry, looked up): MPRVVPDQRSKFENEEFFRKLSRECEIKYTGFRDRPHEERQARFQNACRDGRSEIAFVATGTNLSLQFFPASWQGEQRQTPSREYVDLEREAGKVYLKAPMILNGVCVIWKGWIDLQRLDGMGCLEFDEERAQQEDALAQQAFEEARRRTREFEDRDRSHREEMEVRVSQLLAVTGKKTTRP
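CBF-beta (His) and RUNX1 (biotin), 30 nM each; 20 min preassociation; + compound, 15 min; + beads 50 ng each (Ni, streptavidin), 90 min; RT; AlphaScreen read.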
IMPase Li inh – cell-permeable IMPase inhibitors with lithium potentiation; Potency, µM (doses to about 59.4 µM), inactives show at the top dose activity, negative = IMPase inhibition, hits mostly inhibitors; 210,000 tested, 0.35% active; CHO-M1 cells, IP1 TR-FRET (IP-One), carbachol + lithium;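 further: IP1 builds up when IMPase is blocked and the TR-FRET signal falls; potency means the concentration at half of the fitted maximal effect; plate controls were basal vehicle for no effect and high inhibitor control for full effect; nearly all actives have a fitted effect of over 50% in size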
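Test compounds were applied to CHO-M1 cells previously cultured for 16–30 h at 2000 per well. A small lithium amount accompanied them; after 30 min at 37C, IP1 was quantified by TR-FRET.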
KinaseGlo FLuc – Kinase-Glo luciferase inhibition (counter-screen) | Q27757 | Kinase-Glo luciferase, ATP luminescence, 8 min | Potency, µM (titrated, usually from 38.3 µM), for inactives: at the top dose activity change, negative = inhibition, hits mostly inhibitors | 200,000 tested, 0.28% active | AID 1379; further: potency means the concentration at half of the fitted maximal effect; on the % scale 0 is the no-effect control and ±100 the full control effect; nearly all actives have a fitted effect of over 60% in size
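Light output from Kinase-Glo luciferase with luciferin and 10 uM ATP in 50 mM imidazole pH 7.2, KCl, MgCl2, Tween 20, BSA; compound pin-delivered, 8-min ambient incubation, then luminescence read.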
Epigenetic derep – regulators of epigenetic silencing causing reporter derepression in mouse cells; murine LDR cells, GFP reporter derepression, 30 h; Potency, µM (doses to about 53.9 µM), inactives show top-dose GFP activation, actives largely listed as activators; 280,000 tested, 0.2% active; further: potency means the concentration at half of the fitted maximal effect; % of control where 0% means no effect; nearly all actives have a fitted effect of over 60% in size
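Derepression of a silenced CMV-GFP reporter in murine LDR cells is scored by enumerating GFP-positive cells with a laser-scanning microplate cytometer after 30 hours of treatment at 37 C.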
An asterisk follows results filed as active; ? = inconclusive; · = no result given; [ ] = another dose, or the depositor's remark. The call rests on the fitted dose curve; in most records, active means well fitted curve in the direction sought with a large enough effect; inconclusive means small, poorly fitted or top-dose-only effect, or another doubt; inactive means no such curve, though single readings can be large; an effect the other way counts as inactive or inconclusive. A portion of the library (hit frequency here may not be typical).

A first look (2 entries):
Structure,HTT aggregate,NPSR antag,L3MBTL1 block,CBFb-RUNX1 inh,IMPase Li inh,KinaseGlo FLuc,Epigenetic derep
COc1ccc(-c2cc(C#N)nc(NN)n2)cc1,0%[9.22 µM],10%[7.67 µM],-27%,-2%,·,·,0.4%
CCC(=O)N(C1=C(NC(C)C)C(=O)c2ccccc2C1=O)C(C)C,-3%[9.22 µM],-20%,-15%,9%,4%,·,-0.2%

The listing, from the first entry:
Structure,HTT aggregate,NPSR antag,L3MBTL1 block,CBFb-RUNX1 inh,IMPase Li inh,KinaseGlo FLuc,Epigenetic derep
COc1ccc(-c2cc(C#N)nc(NN)n2)cc1,0%[9.22 µM],10%[7.67 µM],-27%,-2%,·,·,0.4%
CCC(=O)N(C1=C(NC(C)C)C(=O)c2ccccc2C1=O)C(C)C,-3%[9.22 µM],-20%,-15%,9%,4%,·,-0.2%
CCOC(=O)C1CCCN(C(=O)CC(C)c2ccccc2)C1 (stereo unspecified),22%,-7%[46.1 µM],-7%,3%,14%[38.3 µM],5%,1.3%
COc1ccc(/C=C2\NC(=O)C(C=NCc3ccccc3)=C2O)cc1,-2%,-2%,14%,4%,-9%,-7%,1.1%
CNC(=S)NCCCc1ccccc1,11%,8%,-1%,16%,4%,0%,-1.6%
COc1cc(OC)c2c(-c3ccccc3)cc(=O)oc2c1C(CC(=O)N1CCN(c2ccccc2)CC1)c1ccc2c(c1)OCO2 (stereo unspecified),5%[9.22 µM],-51%,·,0%,·,·,-1.6%
O=C(CCc1ccccc1)Nc1ncc2c(n1)CCCC2=O,-3%,-12%[46.1 µM],8%,1%,2%[38.3 µM],-3%,0.5%
COC(=O)/C=C/c1ccc(-n2ccnc2)cc1,-15%,4%,·,11%,-1%,-1%,0.3%
Cc1cc(C(=O)N/N=C/c2cccc(Cl)c2Cl)no1,-1%,10%[46.1 µM],·,0%,22%[38.3 µM],-4%,0.0%
CN1CCN(c2ncccc2S(=O)(=O)N2CCCCC2)CC1,13%,-7%[46.1 µM],-1%,2%,31%[activator],7%,-1.2%
CN(C)C(=O)C[n+]1ccc(/C=N/O)cc1,-5%,-29%,-6%,20%,-6%,0%,-3.2%
CC(=O)N1CCN(S(=O)(=O)c2cccc(C(=O)NC3CCCc4ccccc43)c2)CC1 (stereo unspecified),2%,-11%[46.1 µM],4%,1%,-5%[38.3 µM],-2%,-0.2%
COc1ccc(-c2ccc(CCC(=O)O)n2Cc2ccco2)cc1,3%[9.22 µM],19%,-11%,-11%,7%,-2%,1.1%
CC1CCCC(C)N1C(=O)CSCc1ccc(Cl)cc1 (stereo unspecified),28%,-16%[46.1 µM],·,3%,21%[38.3 µM],-4%,0.7%
Cc1cc(N=Nc2ccccc2)c(NCC(O)C(O)C(O)CO)cc1C (stereo unspecified),11%,-27%,·,?,-2%,-4%,-3.5%
O=C(Nc1cccc(Cl)c1)N1CCN(Cc2ccccc2)CC1,-12%,-14%[46.1 µM],3%,-7%,36%[38.3 µM],-3%,0.1%
CCCNS(=O)(=O)c1cccc2cccnc12,0%,-8%[46.1 µM],5%,-1%,-3%[38.3 µM],-1%,0.8%
CCN1C(=O)CCCc2ccccc21,19%,13%,8%,3%,4%,-1%,-1.1%
COc1cccc(Oc2c(C)oc3c(CN4CCCCC4)c(O)ccc3c2=O)c1,25%[9.22 µM],1%,9%,2%,·,·,1.0%
CC(=O)NCCNc1nc(-c2ccccc2CN(C)C)nc2ccccc12,·,·,·,·,-7%,-4%,0.3%
Cc1onc(C(=O)N2CCN(Cc3ccccc3)CC2)c1[N+](=O)[O-],-19%,13%,2%,-1%[2.36 µM],0%,0%,2.8%
Cc1c(Cl)cccc1NC(=S)NC1CCN(C(C)C)CC1,18%,4%,1%,5%,0%,3%,-0.6%
O=c1c2sccc2[nH]c(=S)n1-c1ccccc1,4%[9.22 µM],-2%,-2%,5%,·,·,4.3%
C=CCNC(=O)CSc1nnc(-c2ccccc2Cl)n1-c1c(C)n(C)n(-c2ccccc2)c1=O,9%,4%[46.1 µM],·,0%,6%[38.3 µM],-3%,-1.0%
CC(C)(C)C(=O)Cn1ncc(N2CCCC2)c(Br)c1=O,10%,-5%[46.1 µM],6%,-2%,1%[38.3 µM],4%,-0.2%

The list goes on:
Structure,HTT aggregate,NPSR antag,L3MBTL1 block,CBFb-RUNX1 inh,IMPase Li inh,KinaseGlo FLuc,Epigenetic derep
COC(=O)c1sc(-c2ccc(C(C)(C)C)cc2)cc1NC(=O)CCC(=O)O,-10%[9.22 µM],-52%,·,2%,·,·,-1.2%
O=C(Nc1c(-c2cccs2)nc2ccccn12)c1ccccc1F,-11%,-5%,·,-2%,2%,-2%,0.2%
CCN1/C(=C\C(C)=O)Sc2ccc(OC)cc21,-2%,-5%[46.1 µM],·,6%,9%[38.3 µM],-3%,0.1%
COc1ccc(OC)c(NC(=O)CCN2CCCCCC2)c1,-3%,9%[46.1 µM],0%,-5%,3%,-4%,0.3%
CCCCCCCCCOC(=O)C(CC(=O)O)N1CCOCC1 (stereo unspecified),3%,5%[46.1 µM],·,-6%,13%[38.3 µM],0%,0.7%
C/C(=N/NC(=O)CNS(=O)(=O)c1ccc(C)cc1)c1cccc([N+](=O)[O-])c1,27%,-8%,-1%,-11%,-1%,0%,6.8%
Cc1c(Br)c([N+](=O)[O-])nn1CC(=O)c1ccccc1,-5%,-3%,-4%,-1%,-2%,1%,2.9%
Cc1ccc(NC(=O)c2cc(N3C(=O)CCC3=O)ccc2N2CCOCC2)cc1,-16%[9.22 µM],7%,?,7%,10%,0%,-0.1%
Cc1oc2nc(SCC(=O)NCc3cccnc3)nc(N)c2c1C,8%,-4%[46.1 µM],-5%,3%,3%[38.3 µM],0%,0.9%
CCOC(=O)COc1ccc(N)cc1CC(NC(C)=O)(C(=O)OCC)C(=O)OCC,-15%,0%[46.1 µM],-2%,8%,-27%[38.3 µM],-2%,0.8%
Cc1ccc2[nH]c3c(N4CCc5ccccc5C4)ncnc3c2c1,3.5µM*,?,-13%,-10%,25%[38.3 µM],0%,0.9%
COc1ccc(-c2cc(C(F)(F)F)nc(SCC(=O)Nc3cc(C)on3)n2)cc1OC,-13%,-24%[46.1 µM],9%,10%,8%[38.3 µM],-2%,-2.8%
COc1cc(/C=N/NC(=O)Cc2csc(N3CCOCC3)n2)cc(OC)c1O,12%,21%,-1%,-10%,13%,-5%,-2.3%
CCOC(=O)c1c(C)n(C)c2ccc(OC(=O)c3ccoc3)cc12,-16%,-12%[46.1 µM],2%,0%,-6%[38.3 µM],-5%,1.1%
COc1ccc(S(=O)(=O)N(CC(=O)N2CCCC2)Cc2ccccc2)cc1,-13%,-7%[46.1 µM],-1%,-2%,2%[38.3 µM],-2%,0.0%
O=C(Nc1ccncc1)c1cccc2ccccc12,-6%[9.22 µM],-13%,9%,-1%,·,·,-3.3%
CC(=O)Nc1ccc(Oc2ccc(-c3noc(C)n3)cc2)cc1,?,-13%[46.1 µM],·,7%,-12%[38.3 µM],-4%,0.0%
O=C(CN1CCC(NC(=O)c2ccccc2F)CC1)NCc1ccc(F)cc1,29%,6%[46.1 µM],·,4%,10%[38.3 µM],-3%,-2.7%
Cc1nc(N2CCOCC2)c2nc(-c3ccccc3)n(CCN3CCCC3)c2n1,·,·,·,12%,-3%,-3%,5.8%
CCOC(=O)C1=C(CN2CCSCC2)NC(=O)NC1c1cccc([N+](=O)[O-])c1 (stereo unspecified),4%,-9%,-4%,7%,14%,-3%,0.9%
CCOC(=O)C(=O)Nc1cc(C(=O)OC)cc(C(=O)OC)c1,9%,9%,-1%,20%,5%,3%,1.7%
COc1ccc(OC)c(C(c2nnnn2CCc2ccccc2)N2CCC(C(N)=O)CC2)c1 (stereo unspecified),3%,18%[7.67 µM],-3%,-17%,13%[38.3 µM],-1%,?
CCOC(=O)c1ccc(NC(=O)CSc2nc3ncccc3[nH]2)cc1,5%,4%,-2%,6%,6%,-2%,-0.9%
Cc1ccc(S(=O)(=O)Nc2cc(=O)[nH]c(SCc3ccccc3Cl)n2)cc1,4%,8%,3%,13%,-4%,3%,1.6%
O=C(NCc1ccco1)C1CC(c2ccc(F)cc2)=NO1 (stereo unspecified),-8%[9.22 µM],-17%,3%,15%,·,·,-0.3%

The list continues:
Structure,HTT aggregate,NPSR antag,L3MBTL1 block,CBFb-RUNX1 inh,IMPase Li inh,KinaseGlo FLuc,Epigenetic derep
CC1CCCN(c2ncnc3c2cnn3-c2ccccc2)C1 (stereo unspecified),-2%[9.22 µM],-15%,·,29%,·,·,4.0%
Oc1ccccc1/C=N/Nc1ncc(Br)cn1,-4%,?,-5%,·,-4%,-5%,-1.1%
COc1ccccc1NC(=O)CN1CCC(n2nnc3cc(F)ccc32)CC1,-24%,-22%[46.1 µM],·,-2%,-1%[38.3 µM],1%,-1.0%
CCOc1ccc(N(CC(=O)Nc2ccc(C)c(C)c2)S(=O)(=O)c2c(C)[nH]c(=O)[nH]c2=O)cc1,35%[9.22 µM],3%,·,6%,·,·,-1.0%
CN(Cc1ccccc1)c1nc(N)nc(Cl)c1C=O,-26%,-10%,7%,-3%,-4%,0%,1.1%
O=C(CCc1nc2ccccc2[nH]1)NC1CCCCC1,8%,8%[46.1 µM],16%,-4%,8%,2%,-1.0%
OCCCc1nc2ccccc2[nH]1,-3%,9%,8%,-9%,18%,7%,-1.1%
CC(=O)c1nc2ccccc2n1S(=O)(=O)c1ccc(Cl)cc1,?,0%[46.1 µM],4%,2%,-15%[38.3 µM],-1%,-2.0%
CCOC(=O)N1CCC(NC(=O)c2cnn3c(C(F)(F)F)cc(-c4cccc(OC)c4)nc23)CC1,17%,-8%[46.1 µM],-3%,3%,23%[38.3 µM],-6%,-0.7%
Cc1cccc(CCN=c2c([N+](=O)[O-])nn(-c3ccccc3)n2O)c1,-7%,-11%,·,-28%,16%,4%,-1.6%
COc1ccc(C(=O)O/N=C(/c2ccccc2)c2ccncc2)cc1,-7%,-23%,·,1%,3%,-9%,5.4%
